Screens (PubChem BioAssay)
GlmU inhibition: inhibition of mycobacterial GlmU enzyme – biochemical, glucosamine-1-phosphate acetyltransferase (AID 1376); M. tuberculosis GlmU acetyltransferase enzyme assay; higher % means a stronger effect; inhibition, %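 (tested at 30 µM in the primary screen)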; hits with a dose series show IC50 in µM; hit rate 0.25% among 220,000; in the data active means inhibition above about 13%;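 further: 0% = complete reaction with vehicle and 100% = reaction without substrate; strong numbers were not always called active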
Mtb RmlCD inh: M. tuberculosis RmlC/RmlD inhibition; P9WH09+P9WH11; RmlC+RmlD coupled enzyme assay, percent inhibition; primary screen in compound mixtures; inhibition, % at 3.6 µM; hit rate 0.03% among 160,000; AID 1533; in the data active means inhibition mostly above about 34%, no sharp cut-off; further: some results filed as inactive read as strong as hits
Target sequence (P9WH09 whole entry, looked up): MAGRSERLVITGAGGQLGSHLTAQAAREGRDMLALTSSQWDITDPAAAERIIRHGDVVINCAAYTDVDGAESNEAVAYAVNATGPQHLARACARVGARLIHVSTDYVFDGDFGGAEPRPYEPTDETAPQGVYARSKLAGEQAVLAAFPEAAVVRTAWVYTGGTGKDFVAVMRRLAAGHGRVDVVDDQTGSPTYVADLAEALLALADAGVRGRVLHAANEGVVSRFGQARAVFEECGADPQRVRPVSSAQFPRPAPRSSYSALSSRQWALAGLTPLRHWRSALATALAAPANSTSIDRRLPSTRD
Target sequence (P9WH11 whole entry, looked up): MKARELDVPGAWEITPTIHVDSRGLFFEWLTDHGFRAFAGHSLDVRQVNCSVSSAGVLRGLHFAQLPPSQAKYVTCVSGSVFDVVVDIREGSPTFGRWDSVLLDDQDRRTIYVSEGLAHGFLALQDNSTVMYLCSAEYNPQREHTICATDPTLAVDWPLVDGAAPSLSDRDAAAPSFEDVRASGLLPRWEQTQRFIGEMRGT
* = called active by the depositor; nt = not tested or not shown; & = joins results of further samples. The list is partial. The share of hits here may be higher or lower than overall.

SMILES	GlmU inhibition	Mtb RmlCD inh
O=C(COC(=O)c1ccccc1Cl)NC(=O)NCc1ccccc1	2.9%	2
Cc1cc(NC(=O)NC(C)(C(F)(F)F)C(F)(F)F)no1	1.7%	-2
N#CCCN(C(=O)COC(=O)c1cccc(S(=O)(=O)Nc2ccc([N+](=O)[O-])cc2)c1)c1ccccc1	3.5%	2
O=S(=O)(C=C(c1ccccc1)c1ccccc1)c1ccccc1	-5.2%	nt
CCOC(=O)C(C)Sc1cc(CS(=O)(=O)c2ccccc2)nc(-c2ccccc2)n1 (stereo not given)	5.0%	-9
Cc1ccc(C2=Nc3ccccc3N=C(c3ccc([N+](=O)[O-])cc3)C2)c(O)c1	-4.4%	-3
C=CCNC(=O)NC(=O)COC(=O)c1cccnc1SC	-1.8%	nt
Cc1ccc(CC(CC(=O)Nc2cccc(C(F)(F)F)c2)C(=O)O)cc1 (stereo not given)	1.6%	-9
Cc1c(C(=O)N2CCCC2)sc(NC(=O)c2ccco2)c1C#N	2.1%	nt
CCC(NC(=O)NNC(N)=S)(C(F)(F)F)C(F)(F)F	1.6%	3
Cc1ccc(CNC(=O)CN2CCCC(C)C2)cc1 (stereo not given)	3.3%	5
O=C(Nc1ccccc1)c1[nH]ncc1[N+](=O)[O-]	2.1%	nt
O=C(COC(=O)c1cc(Br)ccc1Cl)NC(=O)NCc1ccccc1	6.2%	3
O=C(c1ncn[nH]1)N1CCN(c2nc(-c3ccccc3)cs2)CC1	1.3%	nt
COC(=O)c1csc2c(C(F)(F)F)cc(N3CCN(C(=O)Nc4ccccc4)CC3)nc12	2.2%	2
CC(C)c1ccc(OCC(=O)NC2=NCCS2)cc1	3.1%	21
O=C(NCC1CCCO1)NC1(C(F)(F)F)Oc2ccccc2O1 (stereo not given)	1.6%	1
COC(=O)C1(O)CC(CC(C)C)=NN1C(=O)c1ccccc1 (stereo not given)	1.4%	10
O=S(=O)(c1ccc(Br)cc1)c1nc(-c2ccccc2)oc1NCc1cccnc1	-0.8%	-4
CCN1C(=O)N(C)[C@@H](c2ccccc2)C(C(C)=O)=C1C	-5.2%	nt
Cc1ccc[n+](C(C)C(=O)Nc2ccc([N+](=O)[O-])cc2C)c1 (stereo not given)	-0.8%	9
C=CCN(c1ccccc1Cl)S(=O)(=O)c1cccc(C(=O)OCC(=O)N(C)C2CCS(=O)(=O)C2)c1 (stereo not given)	-1.2%	6
O=C(COC(=O)Cc1ccsc1)NC(c1ccccc1)c1ccccc1	-0.8%	-4
Cc1cc(O)c(C(C[N+](=O)[O-])c2ccc(Cl)cc2)c(=O)o1 (stereo not given)	-3.3%	nt

6 structures already listed, ordered by count of non-hydrogen atoms, descending:
SMILES	GlmU inhibition	Mtb RmlCD inh
C=CCN(c1ccccc1Cl)S(=O)(=O)c1cccc(C(=O)OCC(=O)N(C)C2CCS(=O)(=O)C2)c1 (stereo not given)	-1.2%	6
COC(=O)c1csc2c(C(F)(F)F)cc(N3CCN(C(=O)Nc4ccccc4)CC3)nc12	2.2%	2
O=C(COC(=O)Cc1ccsc1)NC(c1ccccc1)c1ccccc1	-0.8%	-4
O=C(NCC1CCCO1)NC1(C(F)(F)F)Oc2ccccc2O1 (stereo not given)	1.6%	1
COC(=O)C1(O)CC(CC(C)C)=NN1C(=O)c1ccccc1 (stereo not given)	1.4%	10
CC(C)c1ccc(OCC(=O)NC2=NCCS2)cc1	3.1%	21

Continued.
SMILES	GlmU inhibition	Mtb RmlCD inh
CCCN(CCC)CCCNC(=O)CCNS(=O)(=O)c1ccc(Br)cc1	-0.8%	nt
CN(Cc1ccccc1)C(=S)NC(=O)c1ccccc1	-5.5%	9
COc1cc([N+](=O)[O-])ccc1NC(=O)Cc1ccc(C)cc1	8.3%	-1
CCC1=NN(C(=O)COc2ccccc2)C(O)(c2ccc(Br)cc2)C1 (stereo not given)	1.8%	8
CC1CCC/C(=N\NS(=O)(=O)c2ccccc2)C1 (stereo not given)	1.3%	nt
Cc1ccc(NC(=O)c2cncc(Br)c2)cc1S(=O)(=O)N(C)C	5.8%	-6
COc1ccc(-c2n[nH]c(=S)o2)c(OC)c1	12%	1
O=C(O)C1=C[C@H](c2ccc(F)cc2)C[C@H](OCc2ccc(CO)cc2)O1	2.7%	nt
CCOC(=O)N1CCN(C(=O)C2CCN(Cc3ccc(O)c(OCC)c3)CC2)CC1	-2.5%	-6
N#Cc1c(NC(=O)CSc2ncnc3c2cnn3-c2ccccc2Cl)sc2c1CCCC2	2.1%	12
Cn1nnnc1SCC(=O)Nc1cc(C(C)(C)C)nn1-c1ccccc1	0.6%	nt
Cc1cc(OC(=O)c2ccc(S(=O)(=O)N(C)C)cc2)cc(=O)o1	-3.3%	-5
O=C1c2ccccc2C(=O)N1CC1c2ccccc2CCN1C(=O)C1CCCCC1 (stereo not given)	4.8%	nt
O=c1c2ccccc2nnn1COc1ccc(F)cc1Cl	0.4%	17
c1ccc(-c2nn3c(Cn4nnc5ccccc54)nnc3s2)cc1	0.4%	nt
COc1ccc(-c2noc(C(=O)NCc3ccc(F)cc3)n2)cc1OC	-3.8%	14
Cc1c(C(C)C)c(=O)n(-c2ccc(S(=O)(=O)NC(C)C)cc2)n1C	5.6%	10
COc1ccc(S(=O)(=O)Nc2ccc(NC(C)=O)cc2)cc1Cl	3.0%	3
COc1ccc(-c2nnc(SCC(=O)c3ccc4c(c3)OCCO4)o2)cc1	1.2%	nt
Cc1c(C(=O)N(C)C)sc(NC(=O)c2cc([N+](=O)[O-])cc([N+](=O)[O-])c2)c1C#N	0.6%	-4
CC(=O)Nc1ccccc1-c1ccc(C)o1	-1.8%	9
Cc1nc(N2CCCCC2)sc1C(=O)c1cccc([N+](=O)[O-])c1	-5.5%	nt
CCOc1ccccc1NC(=O)C(=O)/C=C(\O)c1cc(OC)ccc1OC	-4.4%	nt
Cc1ccc(/C=N/n2c(C)nc3ccccc3c2=O)o1	5.9%	-11
CCOC(=O)NC(=S)Nc1cccc(NC(=S)NC(=O)OCC)c1	-3.3%	nt
Fc1ccccc1/C=N/Nc1nc(N2CCCCC2)nc(N2CCCCC2)n1	0.8%	7
O=C(CSc1nc2c(cnn2-c2ccc(F)cc2)c(=O)[nH]1)N1CCCc2ccccc21	4.9%	5
CCNC(=O)OCC12CC3CC(CC(C3)C1)C2	-2.9%	-8
CCc1ccc(NC(=O)NCC2CCN(c3ccc(OC)cc3)C2)cc1 (stereo not given)	2.4%	8
Cc1cc(C)cc(C(=O)N2CCN=C2SCc2ccc([N+](=O)[O-])cc2)c1	-4.6%	-4
CCCc1nc2oc3c(NCc4ccccn4)ncnc3c2c2c1COC(C)(C)C2	-2.8%	9
Cc1cccc(-c2noc(Cc3ccc(Cl)cc3)n2)c1	-4.7%	-4
c1cc(CNC23CC4CC(CC(C4)C2)C3)ccn1	-2.7%	-6
CCOC(=O)c1c(NC(=O)CSc2nnc(CN3CCOCC3)n2C)sc2c1CCCC2	-2.3%	nt
CSc1nc(NCc2ccco2)c2sc3nc(C(C)C)c4c(c3c2n1)CC(C)(C)OC4	0.4%	nt
CCOC(=O)CSc1nc2ccccc2c(=O)n1CCN1CCOCC1	1.0%	-8
CC(C)N(CCn1cnc2c([nH]c3ccccc32)c1=O)C(C)C	1.6%	7
O=C(O)CONC(=O)c1cc(OCC(F)(F)F)ccc1OCC(F)(F)F	-3.2%	-5
Cc1cccc(C)c1Nc1nnc(SCC(=O)NC(=O)c2cccn2C)s1	-1.7%	6
CCSc1nc(C)c(CCOc2cccc(C)c2)c(=O)[nH]1	-0.8%	11
CN(C)C(=O)c1cc([N+](=O)[O-])ccc1O	-1.2%	-6
O=C(COc1ccc(Br)cc1CNC1CCCC1)Nc1ccccc1	4.4%	-9
COc1ccc(O)c(/C=N/N=C2/C(=O)Nc3ccccc32)c1	4.8%	11
Cc1ccc(S(=O)(=O)NCCSc2nnnn2-c2ccc(C(N)=O)cc2)cc1	1.3%	6
OCCN1CCN(CCSc2ccccc2)CC1	-0.8%	0
CN(C)NC(=O)C12CCC(C)(C(=O)O1)C2(C)C (stereo not given)	1.6%	-6
CC(C)(CSc1nncn1/N=C/c1ccco1)NS(=O)(=O)c1ccc(Cl)cc1	-3.9%	9
O=C(COc1ccccc1)NC(=S)Nc1ccc(Br)cn1	-1.3%	-13
COc1ccc(NC(=O)Cc2coc3cc(C)ccc23)cc1S(=O)(=O)N1CCOCC1	2.7%	16
COCCSc1ccccc1C(=O)Nc1ccc(Cl)cn1	-1.4%	-1
O=C(COC(=O)c1cn(-c2ccccc2)nc1-c1ccccc1)c1ccc([N+](=O)[O-])cc1	-3.0%	-5
CCn1c(C)nc2cc(C(=O)n3cc(C(=O)c4ccccc4O)cn3)ccc21	5.5%	14
CN(C)c1ccc(/C=C/c2nnnn2-c2ccccc2)cc1	2.0%	nt
O=C(NCCCO)c1cc2ccccc2[nH]1	-0.9%	nt
COCCN1Cc2cccc(C(=O)Nc3ccc(S(=O)(=O)N4CCCCC4)cc3)c2C1=O	-1.7%	16
Clc1ccc(Cc2noc(-c3cccs3)n2)cc1	0.1%	-10
Clc1ccccc1-c1nnc2n1-c1ccccc1SC2	3.9%	-2
CCN1CCN(c2cc(C)c3cc(NC(=S)N4CCCC(C)C4)ccc3n2)CC1 (stereo not given)	0.4%	9
Cc1ccc(NC(=O)N2CCN(S(=O)(=O)c3ccccc3)CC2)cc1	-7.4%	-13
OC(CN1C2=NCCCN2c2ccccc21)c1ccc(Cl)cc1 (stereo not given)	1.7%	3
Following part.
SMILES	GlmU inhibition	Mtb RmlCD inh
CCC(Sc1nc(C)cc(C)n1)C(=O)O (stereo not given)	8.6%	10
CCc1cc2c(SCC(=O)N3CC(=O)Nc4ccccc43)ncnc2s1	-5.6%	-7
C=CCN1C(=O)/C(=C\c2cccs2)C(C(=O)OC)=C1C	-1.8%	-7
Cc1ccc(/C=N/N2CCCCC2)o1	-1.5%	34
O=C(c1cc(COc2c(F)cccc2F)on1)N1CCSCC1	-1.0%	nt
COC(=O)C(Cc1c[nH]c2ccccc12)N1CCS(=O)(=O)CC1 (stereo not given)	-2.7%	8
CC(=O)Nc1ccc(S(=O)(=O)Oc2ccc(/C=N/N=C3/NC(=O)C(CC(=O)O)S3)cc2)cc1 (stereo not given)	2.9%	-5
COc1ccc(Cc2nnc(SCC(=O)N3CCCC(C)C3)o2)cc1 (stereo not given)	6.8%	nt
CC1(C)CC(=O)C=C(NCCN2CCN(C(=O)Nc3ccccc3)CC2)C1	-1.8%	nt
COc1ccc(S(=O)(=O)n2nc(-c3cc(OC)c(OC)c(OC)c3)cc2N)cc1OC	3.4%	-13
COC(=O)c1cn(NC(=O)Cc2ccccc2Br)c(=O)c2ccccc12	-1.6%	1
CCOC(=O)C1C(=O)NC(N2CCOCC2)=NC1c1ccco1 (stereo not given)	-0.3%	-1

A second format for some results above.
structure | GlmU inhibition | Mtb RmlCD inh
COC(=O)c1cn(NC(=O)Cc2ccccc2Br)c(=O)c2ccccc12 | -1.6% | 1
CCOC(=O)C1C(=O)NC(N2CCOCC2)=NC1c1ccco1 (stereo not given) | -0.3% | -1
COc1ccc(S(=O)(=O)n2nc(-c3cc(OC)c(OC)c(OC)c3)cc2N)cc1OC | 3.4% | -13
COC(=O)C(Cc1c[nH]c2ccccc12)N1CCS(=O)(=O)CC1 (stereo not given) | -2.7% | 8
O=C(c1cc(COc2c(F)cccc2F)on1)N1CCSCC1 | -1.0% | nt
Cc1ccc(/C=N/N2CCCCC2)o1 | -1.5% | 34

The listing continues:
SMILES	GlmU inhibition	Mtb RmlCD inh
O=C(Cn1c(=O)c2sccc2n(Cc2ccc([N+](=O)[O-])cc2)c1=O)NCCc1ccccc1	2.1%	-12
Cn1c(O)c(C(c2ccncc2)c2c(O)n(C)c(=S)n(C)c2=O)c(=O)n(C)c1=S	-5.2%	nt
O=C(Cc1ncon1)Nc1ccc(F)c(F)c1F	-6.7%	-6
O=C(Nc1ccc2c(c1)OCCO2)C1CCN(S(=O)(=O)c2ccc3c(c2)OCCO3)CC1	4.1%	-11
O=C(NCCNc1ccc([N+](=O)[O-])cc1)c1ccccc1Br	-6.3%	-14
COCCNC(=O)C(OC(=O)c1cc2oc(C)cc2n1C)C(C)C (stereo not given)	-1.2%	16
CN(C)c1ccc(NS(=O)(=O)c2ccc(Cl)cc2)cc1	0.6%	7
COc1ccc(C2CC(c3c(-c4ccccc4)c4cc(Cl)ccc4[nH]c3=O)=NN2S(C)(=O)=O)cc1OC (stereo not given)	-6.2%	0
O=C(CN1CCCCC1)NN(Cc1ccccc1)c1ccccc1	-1.7%	-11
Cc1nnc(SCC(=O)NC(=O)NC(C)C)s1	-0.5%	7
O=C1CC(N2CCN(Cc3ccc(Cl)cc3)CC2)C(=O)N1CCc1ccccc1 (stereo not given)	-4.8%	5
Cc1nc(C)c(-c2csc(NCCc3ccccc3)n2)s1	-0.7%	-9
Cc1ccccc1Nc1nnc(SCC(=O)c2c(N)n(C)c(=O)n(C)c2=O)s1	11%	-3
Cc1ccc(NC(=O)C(=O)NCCc2c[nH]c3ccccc23)c(C)c1	-2.0%	3
COc1ccc2c(COC(=O)c3n[nH]c4ccccc34)cc(=O)oc2c1	-2.5%	7
CN(NC(=O)c1ccco1)c1nc2ccccc2nc1C(F)(F)F	-1.8%	17
CSc1nsc(SCC(=O)Nc2ccccn2)n1	-1.5%	6
CCOC(=O)c1c(C)nc2c(c1-c1ccccc1)C(=O)CCC2	-5.5%	2
CCOC(=O)CSc1nnc(CNC(=O)c2cccc(C)c2)n1-c1ccccc1OC	nt	32
CCOC(=O)c1c(NC(=O)c2cc(C)on2)c2cc([N+](=O)[O-])ccc2n1C	0.5%	nt
Cc1ccc(S(=O)(=O)N2CCN(C(=O)CCC(=O)NC3CCCc4ccccc43)CC2)cc1 (stereo not given)	-0.2%&1.6%	-10
Cc1cc(C)n2nc(C(=O)N/N=C/c3cccc(Cl)c3)nc2n1	4.0%	3
C=CCn1c(N2C(=O)CC(Cc3ccccc3)C2=O)nc2ccccc21 (stereo not given)	0.0%	3

Looked up above.
In GlmU inhibition, `O=C(c1ncn[nH]1)N1CCN(c2nc(-c3ccccc3)cs2)CC1` shows 1.3%
In Mtb RmlCD inh, `OC(CN1C2=NCCCN2c2ccccc21)c1ccc(Cl)cc1` (stereo not given) shows 3
